Compound activity from PubChem.
UHRF1 MBD2 ctr – blocks human UHRF1 binding to methylated DNA; Q96T88; UHRF1 binding to methylated oligo, TR-FRET; inhibition, % at 4.4 µM; 370,000 compounds, 0.75% hits; in the data active = inhibition above about 21%;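 also: UHRF1 SRA domain binding a hemimethylated CpG hairpin DNA probe; 0% = median of test compound wells and 100% = reference inhibitor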
HTRA1 inhibitor – HTRA1 (human) protease inhibition | Q92743 | recombinant HTRA1, FP-rhodamine activity-based probe, fluorescence polarization | inhibition, % at 5.96 µM | 340,000 compounds, 0.5% hits; in the data active = inhibition above about 36%;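 also: 0% = enzyme with DMSO and 100% = wells lacking enzyme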
LEDGF integ inh – blocks HIV-1 LEDGF/p75-dependent DNA integration. TR-FRET IN-LEDGF/p75 DNA integration, Eu/Cy5. inhibition, % at 3.7 µM. 370,000 compounds, 0.64% hits. AID 743269;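 active = inhibition above the screen-wide mean plus 3 SD, cut at about 13% in these data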;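 also: signal is the Cy5 over europium emission ratio at 671 and 618 nm; 0% = plate median of compound wells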
TDP2 absorb – TDP2 (human) inhibition, absorbance primary screen; O95551; recombinant TDP2, T5PNP hydrolysis, p-nitrophenol absorbance 415 nm; 370,000 compounds, 0.34% hits; inhibition, % at 12.8 µM;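 active = inhibition above the mean of all tested compounds plus 3 SD, set per campaign, cut at about 25% in these data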;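 also: 0% = DMSO with enzyme and 100% = buffer with substrate but no TDP2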
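Read-out basis: percent inhibition. System: recombinant human TDP2. Buffer or medium: Mg2+-containing Tris-HCl buffer, pH 7.5. Repeats: single replicate. Timing: reaction 2 h, 37 °C. Benchmarks: high control without enzyme, low control DMSO plus TDP2. Probe or stimulus: 5 mM T5PNP. Doses: 12.8 µM only. Measured by: epi absorbance of p-nitrophenol freed from T5PNP by hydrolysis.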
mABHD4 FP – ABHD4 (mouse) inhibition, primary FP screen; purified mABHD4, FP-Rh probe fluorescence polarization; inhibition, % at 8.92 µM; 370,000 compounds, 0.54% hits;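 active = inhibition exceeding the mean over every tested compound plus 3 SD, cut at about 30% in these data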;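 also: 0% = plate median of compound wells and 100% = S159A mutant with DMSO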
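Assay system: mABHD4 protein; medium: HEPES pH 7.0, NaCl, Pluronic buffer; dosing: 8.92 µM, single dose; schedule: 45 min + 60 min at 25 °C; signal: FP readout, ex 525 nm / em 598 nm; read-out: normalized percent inhibition of probe labeling; repeats: single replicate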
PRMT1 FP inh – blocks human protein arginine methyltransferase 1 | recombinant PRMT1, activity-based probe fluorescence polarization | 370,000 compounds, 1.3% hits | inhibition, % at 2.79 µM | AID 652257;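 active = inhibition above about 21% made by adding two undisclosed values, limit read from the data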
Target sequence (Q99873 whole entry, looked up): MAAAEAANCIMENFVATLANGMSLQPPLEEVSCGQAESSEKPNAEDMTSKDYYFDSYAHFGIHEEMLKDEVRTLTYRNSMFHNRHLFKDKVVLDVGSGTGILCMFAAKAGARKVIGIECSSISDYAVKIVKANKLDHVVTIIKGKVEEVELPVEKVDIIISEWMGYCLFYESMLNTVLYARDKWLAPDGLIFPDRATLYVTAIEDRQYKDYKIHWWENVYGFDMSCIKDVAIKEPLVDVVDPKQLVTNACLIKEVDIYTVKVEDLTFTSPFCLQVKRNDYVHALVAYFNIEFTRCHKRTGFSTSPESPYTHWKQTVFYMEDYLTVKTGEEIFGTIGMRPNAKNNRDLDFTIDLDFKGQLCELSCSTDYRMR
DDE Tn7 FP inh – disrupts Tn7 cyclic peptide binding to fibrin D-Dimer-E complex; P02675; FP displacement of FITC-Tn7 peptide from fibrin DD(E); 0% = median of compound wells per plate; 370,000 compounds, 0.13% hits; inhibition, % at 8.3 µM;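 active = inhibition above the mean of compounds falling within the control limits plus 3 SD of them, cut at about 14% in these data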;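 also: 0% = plate median of compound wells and 100% = 10 µM Aha-Tn7 peptide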
Target sequence (P02675 whole entry, looked up): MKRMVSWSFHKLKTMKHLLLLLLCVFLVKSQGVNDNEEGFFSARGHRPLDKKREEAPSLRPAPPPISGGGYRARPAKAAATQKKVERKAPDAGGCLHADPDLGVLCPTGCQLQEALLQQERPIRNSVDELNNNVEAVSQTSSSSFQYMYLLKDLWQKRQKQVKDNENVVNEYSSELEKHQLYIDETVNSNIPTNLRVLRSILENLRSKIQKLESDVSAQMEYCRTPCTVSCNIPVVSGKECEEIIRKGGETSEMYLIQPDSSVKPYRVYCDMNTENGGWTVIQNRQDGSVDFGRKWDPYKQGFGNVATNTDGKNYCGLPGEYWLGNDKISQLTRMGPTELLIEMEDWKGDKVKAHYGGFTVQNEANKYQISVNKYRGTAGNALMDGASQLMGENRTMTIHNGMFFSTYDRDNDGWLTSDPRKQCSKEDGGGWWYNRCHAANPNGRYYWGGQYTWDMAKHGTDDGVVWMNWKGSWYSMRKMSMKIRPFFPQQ
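Measure: % inhibition scaled between sample-field median and high-control FP; Test system: human fibrin DD(E); Quantity: 2 µM final DD(E) protein; Doses: one dose, 8.3 µM nominal; Schedule: compound with protein 10 min, then 3 h after probe, room temperature; Detection: fluorescence polarization; Medium: Tris buffer with calcium and detergent, pH 7.8.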
SIAE inh – human SIAE inhibition, primary screen; Q9HAT2; SIAE FP-Rh probe binding, fluorescence polarization; inhibition, % at 9.66 µM; 370,000 compounds, 0.69% hits;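 active = inhibition above a cutoff: mean of compounds within the control limits plus 3 SD of those, cut at about 17% in these data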;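 also: 0% = plate median of compound wells and 100% = probe without SIAE protein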
TCR CD3 inh – blocks the human TCR-CD3 interaction; TAMRA-labeled TCR probe fluorescence, biochemical; inhibition, % at 9.4 µM; 360,000 compounds, 0.37% hits; AID 651800; in the data active = inhibition above about 19%;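 also: recombinant mutant TCR 2C K166C tagged with TAMRA read by polarization; 0% = receptor in buffer alone and 100% = receptor with positive control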
PG9 Ab binder – PG9 antibody binding by small molecule; TR-FRET gp120-PG9 antibody binding; inhibition, % at 6.7 µM; 360,000 compounds, 0.43% hits; in the data active = inhibition above about 8.5%
The depositor's hits bear a star; . = no result given.

The opening 4 records as a preview:
SMILES	UHRF1 MBD2 ctr	HTRA1 inhibitor	LEDGF integ inh	TDP2 absorb	mABHD4 FP	PRMT1 FP inh	DDE Tn7 FP inh	SIAE inh	TCR CD3 inh	PG9 Ab binder
O=C(c1ccc(N2CCN(C3CC(=O)N(Cc4cccs4)C3=O)CC2)cc1)c1cccnc1 (configuration not stated)	-1	6	-2	2	3	5	-9	-1	3	-0.1
COc1ccc(N2CC(C(=O)N[C@@H](C)C(=O)N[C@H](CO)c3ccccc3)CC2=O)cc1 (some centres not stated)	0	2	-2	-2	-5	-8	5	2	-1	-0.8
CC(Cc1cccs1)NC(=O)Nc1ccccc1 (configuration not stated)	2	-10	2	-1	0	-1	0	7	-2	0.3
CC(=O)Nc1ccc(NC(=O)CSC2=NCCS2)cc1	1	5	-3	-7	6	8	10	0	4	-0.5

Results, previewed entries included:
SMILES	UHRF1 MBD2 ctr	HTRA1 inhibitor	LEDGF integ inh	TDP2 absorb	mABHD4 FP	PRMT1 FP inh	DDE Tn7 FP inh	SIAE inh	TCR CD3 inh	PG9 Ab binder
O=C(c1ccc(N2CCN(C3CC(=O)N(Cc4cccs4)C3=O)CC2)cc1)c1cccnc1 (configuration not stated)	-1	6	-2	2	3	5	-9	-1	3	-0.1
COc1ccc(N2CC(C(=O)N[C@@H](C)C(=O)N[C@H](CO)c3ccccc3)CC2=O)cc1 (some centres not stated)	0	2	-2	-2	-5	-8	5	2	-1	-0.8
CC(Cc1cccs1)NC(=O)Nc1ccccc1 (configuration not stated)	2	-10	2	-1	0	-1	0	7	-2	0.3
CC(=O)Nc1ccc(NC(=O)CSC2=NCCS2)cc1	1	5	-3	-7	6	8	10	0	4	-0.5
CCc1cccc(C)c1NC(=O)COC(=O)CSCc1ccccc1	2	2	2	0	2	-4	-5	4	-5	1.4
CCc1ccc(CN(C)CC(=O)Nc2sccc2C#N)cc1	-4	0	4	9	7	0	-1	0	0	-1.7
OC(c1ccccc1)c1nccn1Cc1ccccc1 (configuration not stated)	2	-4	1	1	5	0	-4	1	4	-0.2
COc1ccc(N(CC(=O)Nc2ccc(OC)cc2OC)S(=O)(=O)c2ccccc2)cc1	2	-8	-2	-16	-6	-2	-10	-3	-1	1.6
COc1ccc(CCNC(=O)CSc2nc(C)nc3sccc23)cc1OC	4	-2	-3	-11	-5	2	11	5	-6	0.2
COc1cc(C=O)cc(OC)c1OS(=O)(=O)c1ccc(NC(C)=O)cc1	4	-6	5	-1	-5	-2	-1	-15	3	3.5
COc1ccc(NC(=O)c2c(Cl)cnn2C)c(C)c1	4	-1	-3	11	1	-1	0	-4	-3	-0.9
CC(NC(=O)COC(=O)Cn1cc(C(F)(F)F)ccc1=O)c1ccccc1 (configuration not stated)	2	2	-6	-3	-2	2	5	-3	-4	-1.8
O=[N+]([O-])c1ccccc1S(=O)(=O)Nc1nc2ccccc2s1	0	1	0	5	-4	2	1	4	7	0.1
COC(=O)CCC(=O)Nc1ccc(C)cc1OC(=O)CCC(=O)OC	5	1	1	7	-2	-4	3	4	-3	-1.1
Cc1ccc(-c2cc(C(=O)NCc3ccc4c(c3)OCO4)[nH]n2)c(O)c1C	0	-22	-1	-7	-6	1	-3	3	15	-1.1
O=C(Nc1nc(Cc2ccccc2)c(-c2ccccc2)n1Cc1ccccc1)c1ccccc1	1	.	10	4	2	0	7	-5	.	.
CCOC(=O)c1c(N2C(=O)Nc3ccccc3N2O)sc2c1CCCCC2	-1	5	0	1	3	2	-2	-4	3	0.9
O=C(c1ccncc1)N(Cc1ccco1)Cc1cc2ccccc2[nH]c1=O	-1	-4	0	-4	-2	0	0	10	-6	-1.8
CC(C)CN(C(=O)c1cccc(Cl)c1)c1c(N)n(Cc2ccccc2)c(=O)[nH]c1=O	0	-2	-3	0	0	-2	4	-1	6	0.5
CCCCOC(=O)C1=C(C)Nc2ncnn2C1c1cc(OC)c(OC)cc1OC (configuration not stated)	8	-3	4	-4	-11	4	-2	-3	-9	1.5
Cc1ccc(-c2nnn(CC(=O)N(Cc3cccs3)C(C(=O)NC(C)(C)C)c3ccc(C)o3)n2)o1 (configuration not stated)	-2	-13	13	-5	-8	-4	4	-2	2	-0.5
O=C(Nc1cccc(Cl)c1)NC1CCS(=O)(=O)C1 (configuration not stated)	-1	4	-4	2	-4	-2	1	10	1	-1.3
N#Cc1ccc(-c2nc3ccccc3c(=O)n2O)cc1	-2	0	-4	0	0	0	7	5	-4	2.8
COc1ccccc1-c1c(C)oc2c(CN3CCCCC3C)c(O)ccc2c1=O (configuration not stated)	5	6	-6	-6	11	2	3	-1	-1	2.9
OC[C@@H]1CN(Cc2ccccc2)C[C@H](n2cnc3c(NCc4ccc(F)cc4)ncnc32)O1	0	.	-3	-7	2	-2	0	-7	4	0.4

(list continues)
SMILES	UHRF1 MBD2 ctr	HTRA1 inhibitor	LEDGF integ inh	TDP2 absorb	mABHD4 FP	PRMT1 FP inh	DDE Tn7 FP inh	SIAE inh	TCR CD3 inh	PG9 Ab binder
COc1ccc(CNC(=O)CSc2nc(C)cs2)cc1	4	5	6	1	-5	-3	-4	-3	-5	-2.2
c1ccc2c(Nc3nc(-c4ccncc4)nc4ccccc34)cccc2c1	10	.	6	-5	-8	-2	-3	-6	-13	-0.5
CCOC(=O)C1CCCN(C(=O)c2ccc(C)c(S(=O)(=O)N3CCCCC3)c2)C1 (configuration not stated)	-2	-11	6	2	-2	-3	-3	-4	2	-1.7
O=S1(=O)CC(O)C(NCCO)C1 (configuration not stated)	-1	4	2	-4	-4	1	0	2	-2	-1.4
CCN(CC)C(C(=O)Nc1ccc(C(C)C)cc1)c1ccc2c(c1)OCO2 (configuration not stated)	2	-24	3	1	6	-2	5	-1	5	0.5
CC(C)C[C@H](NC(=O)c1nc[nH]c1C(=O)NCC(=O)OCc1ccccc1)C(=O)OC(C)(C)C	2	-24	0	-11	-24	0	2	-12	-5	-2.8
CCC(=O)Nc1nc2ccc(NC(=O)c3cc(OC)c(OC)c(OC)c3)cc2s1	1	-16	-3	-10	-7	2	1	-44	0	-1.5
COCCNC(=S)N(CCc1c(C)[nH]c2ccc(C)cc12)Cc1cccnc1	5	2	3	6	-1	-2	-8	10	3	-3.4
Cc1ccnc(NC(=O)c2ccc(S(=O)(=O)N3CCCCC3)cc2)c1	3	-9	8	2	7	-3	1	-1	0	-0.9
COC(=O)C[n+]1cccc2ccccc21	-10	-3	-5	3	-3	38*	8	4	2	-0.2
COc1ccc(S(=O)(=O)N2CCC(C(=O)NCCCc3ccccc3)CC2)cc1	0	2	-3	-14	4	-1	-4	3	-2	-0.6
Cc1ccc(NC(=O)Cn2ncn3c(cc4ccccc43)c2=O)c(C)c1	-2	-20	-3	1	0	3	7	-6	-3	0.9
O=C(CCc1nc2ccccc2c(=O)[nH]1)N1CCN(S(=O)(=O)c2cc(Cl)ccc2Cl)CC1	2	3	-1	12	6	6	-3	1	6	-1.6
O=C(CN(C(=O)OCC1c2ccccc2-c2ccccc21)[C@@H](Cc1ccccc1)C(=O)O)OCc1ccc(C(=O)NCc2ccccc2)cc1	-3	.	-1	-10	-21	1	2	-1	.	.
COCC(=O)NC1CCN(CC(=O)Nc2ccc(OC)cc2[N+](=O)[O-])CC1	-5	6	-1	6	6	-2	6	8	3	0.0
CCOc1ccc(OCCC(=O)N(CC(C)C)c2c(N)n(Cc3ccccc3)c(=O)[nH]c2=O)cc1	0	-6	-4	0	-1	2	7	0	-4	-1.0
COCCn1c(SCC(=O)Nc2ccc(Cl)cn2)nnc1-c1ccncc1	-4	7	3	20	1	-4	0	-2	-1	-1.4
CN(C)CCCNC(=O)c1ccccn1	-1	1	-2	0	-1	-1	-8	6	-3	0.2
Cc1ccc(-c2nc(CS(=O)(=O)CC(=O)NCCN3CCCC3)c(C)o2)cc1	2	6	0	-11	6	5	-4	-3	-5	-0.6
Cc1ccc(C(=O)N(C)[C@H]2C[C@H]3c4[nH]c5c(-c6ccc7c(c6)OCO7)cccc5c4CCN3C[C@H]2[C@H](C)O)cc1	4	.	4	-3	0	-1	-4	-2	.	.
Nc1[nH]c(=O)[nH]c(=O)c1N=Nc1ccc(C(=O)O)cc1	2	-6	-2	-7	1	1	0	-2	4	-3.1
Cc1cc(C)cc(C(=O)NCCCN2CCOCC2)c1	-3	4	-2	8	0	-2	-2	-5	-4	0.0
COC(=O)CCCC(=O)N1CCC(CCC(=O)NC2CC2)CC1	-1	4	3	13	2	3	-1	4	4	-1.7
O=C(N/N=C/c1ccc(Sc2nc3ccccc3s2)c([N+](=O)[O-])c1)c1ccccn1	-1	-3	5	-2	4	2	0	1	3	-2.0
O=[N+]([O-])c1ccccc1/C=C/CN1CCCCC1CO (configuration not stated)	0	5	2	-7	1	-2	5	-2	1	-2.5
C=CCn1c(C)cc(C(=O)COC(=O)CNC(=O)c2ccccc2)c1C	-1	1	-1	7	8	-3	4	12	3	0.2
CCCCC(=O)N(C)c1c(C)nc2ccc(C(=O)N3CCN(S(=O)(=O)CC)CC3)cn12	0	.	-1	-7	3	-2	-8	4	-3	0.6
Cc1ccccc1NC(=O)CSc1nnc(-c2cc(-c3ccccc3)n[nH]2)n1N	0	.	5	0	4	-2	3	-1	.	.

Sorted by count of non-hydrogen atoms (low to high): 3 of the compounds above
SMILES	UHRF1 MBD2 ctr	HTRA1 inhibitor	LEDGF integ inh	TDP2 absorb	mABHD4 FP	PRMT1 FP inh	DDE Tn7 FP inh	SIAE inh	TCR CD3 inh	PG9 Ab binder
COCCn1c(SCC(=O)Nc2ccc(Cl)cn2)nnc1-c1ccncc1	-4	7	3	20	1	-4	0	-2	-1	-1.4
Cc1ccccc1NC(=O)CSc1nnc(-c2cc(-c3ccccc3)n[nH]2)n1N	0	.	5	0	4	-2	3	-1	.	.
O=C(N/N=C/c1ccc(Sc2nc3ccccc3s2)c([N+](=O)[O-])c1)c1ccccn1	-1	-3	5	-2	4	2	0	1	3	-2.0

Rows are unselected, and some 4.2% of all compounds hit somewhere here.
